GASC1 inh = inhibitors of GASC-1 (KDM4C) histone demethylase, primary screen, biochemical, single concentration HTS. Lysine-specific demethylase 4C (Homo sapiens), Q9H3R0. GST-KDM4C 2-372, H3K9me3 peptide, LANCE TR-FRET. inhibition, % at 12.5 µM. 96,000 compounds, 0.15% hits. AID 720574, 2013;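 active = mean replicate inhibition above about 25%, with at least 55% of replicates also reaching it, limit read from the data, passing the limit was not always enough; inconclusive = only one of those two conditions met; inactive = neither condition met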
Target sequence (Q9H3R0 2-372 limits assumed): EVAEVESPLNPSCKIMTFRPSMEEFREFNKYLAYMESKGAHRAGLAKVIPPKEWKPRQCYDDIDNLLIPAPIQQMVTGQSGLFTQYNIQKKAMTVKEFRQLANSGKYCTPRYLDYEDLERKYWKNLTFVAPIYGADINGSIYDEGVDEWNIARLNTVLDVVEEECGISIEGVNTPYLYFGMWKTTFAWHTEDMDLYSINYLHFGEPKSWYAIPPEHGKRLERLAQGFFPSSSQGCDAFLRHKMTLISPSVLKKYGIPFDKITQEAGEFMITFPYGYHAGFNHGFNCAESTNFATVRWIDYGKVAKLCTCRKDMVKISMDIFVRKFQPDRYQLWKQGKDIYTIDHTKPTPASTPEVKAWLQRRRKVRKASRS
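Compound: one test concentration per compound; Material: GST-GASC-1 enzyme fragment 2-372; Amount: GASC-1 enzyme at 10 nM final in reaction; Also added: H3K9me3 peptide substrate, Fe(II), 2-oxoglutarate; Technique: LANCE TR-FRET; Times: 30 min demethylation and 1 h detection at room temperature.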
C diff HTS = C. difficile growth inhibitors, primary screen, HTS | Clostridium difficile clinical isolate growth, OD600, 24 h; active compounds read low | growth activity, negative = inhibition, % at 16 µg/mL (by protocol) | 86,000 compounds, 0.25% hits;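 active = mean growth activity at or below -80% and every replicate also at or below -80%; inconclusive = mean at or below -80% but some replicate above -80%; inactive = mean growth activity above -80%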;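 also: 0% = DMSO wells and -100% = levofloxacin 16 µg/mL wells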
Pf Dd2 growth = P. falciparum Dd2 growth inhibitors, primary screen, SYBR Green fluorescence, single dose replicates; 72 h; active compounds read low; activity change, % at 10 µM; 94,000 compounds, 2.3% hits; in the data active = activity change below about -80%; inconclusive = no clear call, values can overlap the other calls
Tcruzi prolif = T. cruzi intracellular proliferation inhibitors, primary screen, cell-based, beta-gal Tulahuen parasites, NIH3T3 host, luminescence | T. cruzi beta-gal in NIH3T3, GalScreen luminescence, 90 h | inhibition, % at 8.34 µM | 77,000 compounds, 5.9% hits;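 active = mean inhibition above about 93%, with at least 55% of replicates each passing it, limit read from the data, passing the limit was not always enough; inconclusive = only one of those two conditions holds; inactive = neither condition holds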
* hit, by the source's call; ? = inconclusive; · = no result given; & = joins results of further samples.

SMILES	GASC1 inh	C diff HTS	Pf Dd2 growth	Tcruzi prolif
COc1ccccc1NC(=O)N1C[C@@H]2[C@H](c3ccccc31)[C@@H](CO)N2C(C)=O	-1.1	-1	3	69
C[C@@H]1CN([C@H](C)CO)C(=O)Cc2cc(NS(C)(=O)=O)ccc2O[C@H]1CN(C)S(=O)(=O)c1ccccc1	2.2	-7	-2	13
C[C@@H]1CN([C@H](C)CO)C(=O)c2cc(NC(=O)Cc3ccccc3)ccc2O[C@@H](C)CCCCO[C@H]1CN(C)S(=O)(=O)c1ccc(Cl)cc1	0.5	-2	-82*	96*
COc1ccc(C(=O)N2C[C@@H]3[C@H](c4ccccc42)[C@H](CO)N3Cc2ccccc2Cl)cc1	-0.1	-2	-32	45
O=C(NCc1ccc(F)cc1)[C@H]1[C@H](CO)[C@H]2Cn3c(cccc3=O)[C@H]2N1C(=O)C1CC1	1.7	-5	-1	-3
C[C@@H]1CN([C@H](C)CO)C(=O)c2cc(NC(=O)C3CCCCC3)ccc2O[C@@H](C)CCCCO[C@H]1CN(C)Cc1ccc(C(F)(F)F)cc1	-1.2	1	?	?
C[C@H](CO)N1C[C@H](C)[C@@H](CN(C)Cc2ccc(C(F)(F)F)cc2)Oc2ccc(NC(=O)Cc3ccccc3)cc2C1=O	0.9	-13	6	81
CCNC(=O)[C@H]1[C@H](CO)[C@H]2Cn3c(ccc(-c4ccc(F)cc4)c3=O)[C@H]2N1Cc1ccccc1F	3.9	5	-11	32
Cc1noc(C)c1NC(=O)Nc1ccc2c(c1)C(=O)N([C@H](C)CO)C[C@@H](C)[C@H](CN(C)C(=O)Nc1ccc(C(F)(F)F)cc1)OCCCC[C@H](C)O2	-2.5	3	-84*	40
C[C@H](CO)N1C[C@H](C)[C@@H](CN(C)C(=O)NC2CCCCC2)Oc2c(NC(=O)c3ccncc3)cccc2C1=O	0.5	3	11	4
C[C@H](CO)N1C[C@H](C)[C@@H](CN(C)C(=O)Cc2ccncc2)Oc2ncc(C3=CCCCC3)cc2C1=O	1.0	-9	-26	·
CCCNC(=O)C[C@@H]1CC[C@@H]2[C@H](COC[C@H](O)CN2C(=O)CC)O1	1.3	2&-2	15	·
COc1cccc(-c2ccc([C@H]3[C@H](CO)N4C(=O)CN(C(=O)CN5CCOCC5)C[C@@H]34)cc2)c1	0.0	-7	4	·
COc1ccc(NC(=O)N(C)C[C@@H]2Oc3c(NC(=O)c4ccc(-c5nccs5)cc4)cccc3C(=O)N([C@H](C)CO)C[C@H]2C)cc1	0.5	-3	-25	-43
C[C@@H]1CN([C@H](C)CO)C(=O)c2cccc(NC(=O)Nc3ccc(C(F)(F)F)cc3)c2O[C@@H]1CN(C)Cc1ccc(-c2ccccc2)cc1	-2.5	8	-38	?

10 structures from above, sorted by count of non-hydrogen atoms, low to high.
SMILES	GASC1 inh	C diff HTS	Pf Dd2 growth	Tcruzi prolif
CCCNC(=O)C[C@@H]1CC[C@@H]2[C@H](COC[C@H](O)CN2C(=O)CC)O1	1.3	2&-2	15	·
COc1ccccc1NC(=O)N1C[C@@H]2[C@H](c3ccccc31)[C@@H](CO)N2C(C)=O	-1.1	-1	3	69
COc1cccc(-c2ccc([C@H]3[C@H](CO)N4C(=O)CN(C(=O)CN5CCOCC5)C[C@@H]34)cc2)c1	0.0	-7	4	·
CCNC(=O)[C@H]1[C@H](CO)[C@H]2Cn3c(ccc(-c4ccc(F)cc4)c3=O)[C@H]2N1Cc1ccccc1F	3.9	5	-11	32
C[C@@H]1CN([C@H](C)CO)C(=O)Cc2cc(NS(C)(=O)=O)ccc2O[C@H]1CN(C)S(=O)(=O)c1ccccc1	2.2	-7	-2	13
C[C@H](CO)N1C[C@H](C)[C@@H](CN(C)C(=O)NC2CCCCC2)Oc2c(NC(=O)c3ccncc3)cccc2C1=O	0.5	3	11	4
C[C@H](CO)N1C[C@H](C)[C@@H](CN(C)Cc2ccc(C(F)(F)F)cc2)Oc2ccc(NC(=O)Cc3ccccc3)cc2C1=O	0.9	-13	6	81
COc1ccc(NC(=O)N(C)C[C@@H]2Oc3c(NC(=O)c4ccc(-c5nccs5)cc4)cccc3C(=O)N([C@H](C)CO)C[C@H]2C)cc1	0.5	-3	-25	-43
C[C@@H]1CN([C@H](C)CO)C(=O)c2cc(NC(=O)C3CCCCC3)ccc2O[C@@H](C)CCCCO[C@H]1CN(C)Cc1ccc(C(F)(F)F)cc1	-1.2	1	?	?
Cc1noc(C)c1NC(=O)Nc1ccc2c(c1)C(=O)N([C@H](C)CO)C[C@@H](C)[C@H](CN(C)C(=O)Nc1ccc(C(F)(F)F)cc1)OCCCC[C@H](C)O2	-2.5	3	-84*	40

Carrying on:
SMILES	GASC1 inh	C diff HTS	Pf Dd2 growth	Tcruzi prolif
C[C@@H]1CN([C@H](C)CO)C(=O)CCCn2cc(nn2)CO[C@H]1CN(C)C(=O)Nc1ccccc1F	-1.4	0	-33&-2	-11&-28
C[C@H]1CN([C@@H](C)CO)S(=O)(=O)c2ccc(-c3cccc(F)c3)cc2O[C@H]1CN(C)C(=O)c1cccc(F)c1	-2.4	4	-56	53
CCNC(=O)[C@@H]1[C@@H](CO)[C@@H]2Cn3c(ccc(-c4cccc(C(=O)N(C)C)c4)c3=O)[C@H]1N2	-1.7	1	14	·
C[C@H]1CN([C@@H](C)CO)C(=O)c2cc(C3=CCCCC3)cnc2O[C@@H]1CN(C)C(=O)Cc1ccncc1	-0.6	·	12	·
CCCNC(=O)Nc1ccc2c(c1)OC[C@@H](C)N(C(=O)C1CCC1)C[C@H](C)[C@H](OC)CN(C)C2=O	-0.7	·	·	-3
COc1ccc(NC(=O)Nc2ccc3c(c2)C(=O)N([C@H](C)CO)C[C@H](C)[C@H](CN(C)S(=O)(=O)c2c(C)noc2C)OCCCC[C@@H](C)O3)cc1	-1.0	-2	-18	31
COc1ccc2c3c([nH]c2c1)[C@@H](CO)N(C(=O)c1ccccc1)CC31CN(C(=O)Nc2cccc(F)c2)C1	6.1	13	-42	·
Cc1ccc(S(=O)(=O)N(C)C[C@@H]2Oc3c(NS(C)(=O)=O)cccc3C(=O)N([C@H](C)CO)C[C@H]2C)cc1	-2.7	6	17	37
COCC(=O)N[C@@H]1CC[C@@H](CC(=O)NCc2ccc(Cl)cc2)O[C@H]1CO	0.0	1	10	-39
C[C@H](CO)N1C[C@H](C)[C@@H](CN(C)S(=O)(=O)c2cccs2)Oc2c(NC(=O)Nc3ccc4c(c3)OCO4)cccc2C1=O	0.4	·	-9	35
C[C@H](CO)N1C[C@H](C)[C@@H](CN(C)C(=O)Nc2cccc3ccccc23)OCCCC[C@H](C)Oc2ccc(NC(=O)C3CCCCC3)cc2C1=O	-4.2	-14	-75	64
C[C@@H]1CN([C@H](C)CO)S(=O)(=O)c2ccc(-c3cncnc3)cc2O[C@@H]1CN(C)C	0.3	-1	44	40
C[C@H](CO)N1C[C@H](C)[C@@H](CN(C)Cc2ccccc2)Oc2ccc(NC(=O)C3CC3)cc2C1=O	·	5	30	27
C[C@H](CO)N1C[C@H](C)[C@@H](CN(C)Cc2ccc(-c3ccccc3)cc2)Oc2ccc(NC(=O)Cn3cnnn3)cc2CC1=O	4.7	-15	-8	43
COc1ccc2c3c([nH]c2c1)[C@H](CO)N(Cc1nccs1)CC31CN(Cc2ccncc2)C1	1.1	10	-34	·
CO[C@@H]1CN(C)C(=O)c2cc(NS(=O)(=O)c3ccccc3)ccc2OC[C@@H](C)N(Cc2nccs2)C[C@@H]1C	-0.1	·	-2	35
CO[C@H](CN(C)C(=O)c1cnccn1)[C@H](C)CN([C@H](C)CO)S(=O)(=O)c1ccc(Cl)cc1	1.7	·	28	-33
COC(=O)[C@@H]1[C@@H](CO)[C@@H]2Cn3c(ccc(-c4ccccc4)c3=O)[C@@H]2N1Cc1ccccc1F	2.5	6	-19	85
C[C@@H]1CCCCO[C@H](CN(C)Cc2ccncc2)[C@@H](C)CN([C@H](C)CO)C(=O)c2cc(NC(=O)c3ccncc3)ccc2O1	1.5	-7	28	-27
O=C(C[C@@H]1C=C[C@H](NC(=O)Cc2ccccn2)[C@H](CO)O1)NCCc1ccncc1	0.5	·	19	2
C[C@@H](O)C#Cc1ccc([C@H]2[C@H]3CN(CC4CCOCC4)CCCCN3[C@H]2CO)cc1	·	-8	-12	8
C[C@H]1CCCCO[C@H](CN(C)S(=O)(=O)c2ccc(F)cc2)[C@@H](C)CN([C@@H](C)CO)C(=O)c2cc(NC(=O)Nc3ccc(F)cc3)ccc2O1	-2.6	-3	-72	107*
C[C@H]1CCCCO[C@H](CN(C)S(=O)(=O)c2cn(C)cn2)[C@@H](C)CN([C@@H](C)CO)C(=O)c2cc(NC(=O)Nc3ccc(C(F)(F)F)cc3)ccc2O1	-3.5	0	?	27
COc1ccc(NC(=O)N(C)C[C@@H]2Oc3ccc(N(C)C)cc3CC(=O)N([C@H](C)CO)C[C@@H]2C)cc1	1.2	-2	-3	-5
CNC[C@@H]1Oc2ccc(N(C)C)cc2CC(=O)N([C@H](C)CO)C[C@H]1C	·	1	35	-32
COc1ccc(C#Cc2ccc3c(c2)O[C@H](CN(C)C)[C@H](C)CN([C@H](C)CO)S3(=O)=O)cc1	-0.2	6	-41	5
CC(C)NC(=O)N(C)C[C@@H]1Oc2ccc(NC(=O)Cn3cnnn3)cc2CC(=O)N([C@H](C)CO)C[C@@H]1C	0.7	-6	26	27
CCCC#Cc1cnc2c(c1)C(=O)N([C@@H](C)CO)C[C@@H](C)[C@H](CN(C)CCC)O2	-4.3	-2	-68	33
O=C(NCc1cc(F)cc(F)c1)[C@@H]1[C@@H](CO)[C@@H]2Cn3c(cccc3=O)[C@H]1N2C(=O)Cc1ccccn1	-0.3	1	11	39
Cc1noc(C)c1NC(=O)N[C@H]1C=C[C@H](CC(=O)N2CCCCC2)O[C@@H]1CO	0.1	4	12	-29
COc1ccc(CN(C)C[C@H]2Oc3ccc(NS(=O)(=O)c4ccccc4)cc3CC(=O)N([C@@H](C)CO)C[C@@H]2C)cc1	2.8	-8	-19	80
O=C(C[C@@H]1C=C[C@H](NC(=O)Nc2cc(F)ccc2F)[C@@H](CO)O1)NCc1ccc2c(c1)OCO2	1.7	-8	-4	86
CCC(=O)N[C@@H]1CC[C@H](CC(=O)NCC2CCCCC2)O[C@H]1CO	4.3	·	21	1
CN1C(=O)c2cc(NC(=O)c3ccccc3)ccc2OC[C@H]2O[C@@H](CC(=O)NCC3CC3)CC[C@@H]21	2.4	6	-14	-4
Cc1ccc(S(=O)(=O)N(C)C[C@H]2OCCCC[C@H](C)Oc3ccc(NC(=O)NC4CCCCC4)cc3C(=O)N([C@H](C)CO)C[C@H]2C)cc1	-0.6	-3	-83*	85
C[C@H](CO)N1C[C@H](C)[C@@H](CN(C)C(=O)Nc2ccccc2)Oc2c(NC(=O)c3ccncc3)cccc2C1=O	0.8	4&-4	-1	·
C[C@@H]1CN([C@H](C)CO)C(=O)c2cc(C#CC3CC3)cnc2O[C@H]1CN(C)C(=O)c1ccccc1	-1.5	-3	-33	-39
Cc1ccc(S(=O)(=O)Nc2cccc3c2O[C@@H](CN(C)Cc2ccc(-c4ccccc4)cc2)[C@@H](C)CN([C@@H](C)CO)C3=O)cc1	-1.4	22	-40	69
CO[C@@H]1CN(C)C(=O)c2ccc(NC(=O)c3ccc(F)cc3)cc2OC[C@@H](C)N(C(=O)CC2CC2)C[C@@H]1C	-2.3	-1	-48	·
O=C(C[C@H]1C=C[C@@H](NC(=O)C2CCOCC2)[C@@H](CO)O1)NCC1CC1	-1.5	·	14	19
CC(C)NC(=O)Nc1ccc2c(c1)C(=O)N([C@H](C)CO)C[C@H](C)[C@@H](CN(C)C(=O)Nc1ccccc1)OCCCC[C@H](C)O2	-0.7	0	-7	-15
C[C@H](CO)N1C[C@H](C)[C@H](CN(C)CC2CCCCC2)Oc2ccc(NC(=O)Nc3ccccc3)cc2C1=O	0.5	60	9	·
C[C@H]1CN([C@@H](C)CO)S(=O)(=O)c2ccc(-c3ccccc3)cc2O[C@@H]1CN(C)C(=O)C1CCCCC1	-1.6	11	-40	86
C[C@@H]1CCCCO[C@H](CN(C)C(=O)CCCN(C)C)[C@@H](C)CN([C@H](C)CO)C(=O)c2cc(NS(=O)(=O)c3ccccc3)ccc2O1	1.7	-9	36	64
O=C(N[C@@H]1C=C[C@H](CC(=O)N2CCC(Cc3ccccc3)CC2)O[C@@H]1CO)c1cnccn1	-0.8	5	18	-19
CCCNC(=O)N1C[C@H](C)[C@@H](OC)CN(C)C(=O)c2cc(NC(C)=O)ccc2OC[C@@H]1C	-1.4	1	31	6
CO[C@H]1CN(C)C(=O)c2cc(NC(=O)NC(C)C)ccc2OC[C@@H](C)NC[C@H]1C	-1.9	-9	19	10
C[C@H]1CN([C@@H](C)CO)C(=O)Cc2cc(N(C)C)ccc2O[C@@H]1CN(C)C(=O)Nc1cccc2ccccc12	-0.4	0	-11	35

Screening data as filed in PubChem BioAssay.
